# Assay outcomes (PubChem)
# Dengue-2 NS5 capping: Dengue-2 NS5 methyltransferase inhibitors, primary screen, biochemical, confirmation dose response (AID 588689). one-dose inhibition, % at 25 µM; IC50 in µM for titrated hits. Dengue-2 NS5 methyltransferase capping enzyme assay, biochemical; higher % means a stronger effect. 340,000 tested, 0.3% active; in the data active = a potency from the dose series; inconclusive = inhibition above about 29% without an active follow-up result
# RSV antiviral HEp-2: inhibition of RSV-induced cytopathic effect – HEp-2 cells, primary 10 µM value included (AID 2391). CPE inhibition, % at 10 µM; hits with a dose series show IC50 in µM. HEp-2 cells, RSV-induced CPE inhibition; higher % means a stronger effect. 310,000 tested, 0.13% active; in the data active = a potency from the dose series; inconclusive = CPE inhibition mostly from about 23% at the one dose, without a potency; inactive = the rest, 99 in 100 with CPE inhibition below about 21%; also: strong numbers were not always called active
# UTI89 phage lysis: protection from phage-mediated lysis, alamar blue read-out – E. coli UTI89, K1F phage, bacterial capsule biogenesis inhibitors (AID 488966) | E. coli UTI89 K1F phage lysis, alamar blue, 2 h; higher % means a stronger effect | inhibition, % at 100 µM; hits with a dose series show IC50 in µM | 340,000 tested, 0.02% active;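 active = phage lysis inhibition, versus mean bacterial control, above a set limit; inconclusive = no clear call, values can overlap the other calls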;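 also: capsule biogenesis inhibitors block K1F phage lysis so surviving cells raise fluorescence; higher fluorescence means more inhibition of phage lysis; actives were called in the ten point dose series up to 300 µM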
# Autophagy HCS: modulators of autophagy; MEF GFP-LC3 puncta imaging; test concentration mostly 10 µM; calls only at 10 µM (by protocol); 190,000 tested, 0.98% active; AID 463193;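 active = percentage of spot-positive cells more than 3 SD above its plate mean, without a fluorescence outlier flag or 80% toxicity; inconclusive = no clear call, values can overlap the other calls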;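 also: spot-positive cell cutoff set from DMSO-treated cells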
# WT yeast gro inh: growth inhibition of WT yeast, mitochondrial fusion screen. mitochondrial fusion phenotypic screen, WT strain. inhibition, % at 10 µM. 190,000 tested, 2.1% active. AID 1362; in the data active = inhibition above about 58%; tested in S. cerevisiae
# LYP phosphatase: PTPN22 lymphoid phosphatase activity blockers – biochemical, fluorescence intensity, uHTS (AID 1779) | one-dose inhibition, % at 11.5 µM; IC50 in µM for titrated hits | 290,000 tested, 0.054% active | recombinant LYP phosphatase, fluorescence intensity; higher % means a stronger effect; in the data active = inhibition above about 50%;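 also: plate controls were vehicle with enzyme for no effect and no enzyme for full effect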
# GPR35 antagonists: inhibition of zaprinast-stimulated GPR35 beta-arrestin translocation – imaging, U2OS, beta-arrestin-GFP, zaprinast agonist, primary screen (AID 2058) | 290,000 tested, 0.052% active | one-dose inhibition, % at 10 µM; IC50 in µM for titrated hits | U2OS GPR35 beta-arrestin-GFP translocation imaging, zaprinast antagonism; higher % means a stronger effect;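 active = inhibition of at least 50% with at least 30 cells and total cytoplasm GFP at most 10,000,000; inconclusive = under 30 cells or total GFP of 10,000,000 plus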
# NTR1 ag: agonists of NTR1, primary screen, imaging, U2OS cells, beta-arrestin-GFP, high content (AID 493036); P30989; 330,000 tested, 0.17% active; activation, % at 20 µM; NTR1-U2OS beta-arrestin-GFP spot imaging, agonist mode;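 active = activation at or above 40% of the spot to cytoplasm intensity ratio, with at least 20 cells analyzed; inconclusive = wells under 20 cells, flagged as cytotoxic or low count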;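 also: 0% = DMSO without peptide and 100% = 100 nM NTR1 peptide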
# Target sequence (P30989 whole entry, looked up): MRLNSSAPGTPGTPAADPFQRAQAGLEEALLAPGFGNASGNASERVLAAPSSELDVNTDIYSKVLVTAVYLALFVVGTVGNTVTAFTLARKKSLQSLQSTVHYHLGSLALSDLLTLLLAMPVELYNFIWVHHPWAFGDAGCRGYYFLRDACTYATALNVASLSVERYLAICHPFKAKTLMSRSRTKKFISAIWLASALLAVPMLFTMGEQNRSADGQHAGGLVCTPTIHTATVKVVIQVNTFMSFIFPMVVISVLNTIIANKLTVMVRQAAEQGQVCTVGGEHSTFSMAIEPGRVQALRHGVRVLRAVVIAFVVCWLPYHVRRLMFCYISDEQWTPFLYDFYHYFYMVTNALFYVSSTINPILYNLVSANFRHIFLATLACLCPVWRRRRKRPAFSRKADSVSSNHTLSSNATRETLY
# AID2073: inhibitors of Mint1-CaV2.2 protein interaction, biochemical, HTRF (AID 2073); 290,000 tested, 0.19% active; inhibition, % at 20 µM; hits with a dose series show IC50 in µM; HTRF protein-protein interaction, Mint1-CaV2.2; higher % means a stronger effect; in the data active = inhibition mostly above about 51%, no sharp cut-off; inconclusive = no clear call, values can overlap the other calls; inactive = mostly below about 53%; also: some results filed as inactive read as strong as hits
# WT yeast gro inh mutant strain: second read-out of WT yeast gro inh, no call of its own (marks repeat the call); inhibition, %; mitochondrial fusion phenotypic screen, mutant strain inhibition
# Autophagy HCS cell loss 18 h: further read-out of Autophagy HCS, marked with its call; toxicity, %; measured here: cell loss, nuclei count;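 cell loss after 18 h compound exposure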
# NTR1 ag cell count 20 µM: further read-out of NTR1 ag, marked with its call; cell count; measured here: cell count, cytotoxicity flag
# Dengue-2 NS5 capping pilot replicate: recorded beside Dengue-2 NS5 capping, whose call it bears; inhibition, %; measured here: pilot screen replicate inhibition
# * hit, by the source's call; i = inactive; ? = inconclusive; nt = not tested or not shown; [ ] = another dose, or the depositor's remark.
SMILES,Dengue-2 NS5 capping,RSV antiviral HEp-2,UTI89 phage lysis,Autophagy HCS,Autophagy HCS cell loss 18 h,WT yeast gro inh,WT yeast gro inh mutant strain,LYP phosphatase,GPR35 antagonists,NTR1 ag,NTR1 ag cell count 20 µM,AID2073,others
CCOc1ccc(OCC)c(S(=O)(=O)NCc2ccc3c(c2)OCO3)c1,-3%,2.1%,-0.6%,i,17,23,0,-2%,16%,-1.6,45,-1%,
O=C(CC1NCCNC1=O)OCCCc1ccccc1 (centres undefined),-1%,5.4%,-0.1%,nt,nt,5,-3,-5%,18%,0.6,97,7%,
O=C(Nc1ccccc1)/C(=C/c1ccc(O)cc1)NC(=O)c1ccco1,-7%,0.6%,0.3%,nt,nt,nt,nt,-4%,10%,1.9,49,12%,
C#CCNC(=O)C1=C[C@@H](c2cn(C(C)=O)c3ccccc23)C[C@@H](OCCCCO)O1,-13%,0.0%,4.9%,i,13,-7,4,-3%,-19%,1.0,55,18%,
O=C(Nc1cccnc1)c1cc(S(=O)(=O)N2CCCCC2)c(Cl)cc1Cl,0%,1.8%,0.3%,nt,nt,nt,nt,-9%,15%,0.2,51,36%,
CS(=O)(=O)N1CCN(c2nc3ccccc3s2)CC1,-1%,2.4%,2.1%,i,-3,-9,2,-8%,-4%,0.6,52,-6%,
O=C(Nc1nnc(-c2ccc(Cl)s2)o1)C1CCCCC1,-3%,0.7%,0.2%,i,8,17,4,nt,nt,-0.4,96,nt,
COc1ccc(C)cc1NC(=O)Nc1ccccc1,-15%,6.4%,-0.3%,i,-8,3,9,-5%,6%,1.2,56,3%,
CC1CCN(CCCNC(=O)c2cn(C)c3ccc(S(=O)(=O)N4CCCC4)cc3c2=O)CC1,-2%,-1.6%,0.4%,i,5,-7,3,-1%,2%,2.8,83,1%,
COc1ccccc1CN1CC(C(=O)NCCN(C)CCc2ccccc2)CCC1=O (centres undefined),-8%,-1.4%,1.6%,nt,nt,nt,nt,-13%,6%,0.0,61,5%,
COC(=O)c1sccc1NC(=O)Nc1ccc(OC)c(OC)c1,-5%,1.9%,0.5%,nt,nt,nt,nt,-6%,2%,0.1,56,10%,
O=C(NCCO)/C(=C/c1cccc([N+](=O)[O-])c1)NC(=O)c1ccco1,-1%,-0.6%,1.0%,i,-5,-7,9,-5%,-9%,-0.1,38,0%,
Cc1ccc([N+](=O)[O-])cc1NC(=S)NC(=O)c1cccnc1,4%,1.1%,0.3%,i,3,-1,11,-9%,7%,0.2,80,-8%,
Cc1csc(-c2cnn(-c3ccccc3)c2NC(=O)c2ccc(C(F)(F)F)cc2)n1,4%,8.3%,0.5%,i,1,57,50,-6%,7%,3.5,48,0%,
CN1CCN(S(=O)(=O)c2cc(Cl)c(Cl)cc2Cl)CC1,4%,-0.4%,-0.1%,nt,nt,nt,nt,-5%,12%,-1.4,59,4%,
Cc1nc2sccn2c(=O)c1S(=O)(=O)NCCc1ccccc1,5%,1.8%,0.2%,nt,nt,nt,nt,-12%,-4%,0.7,73,16%,
CC1CCN(CC(=O)Nc2cccc([N+](=O)[O-])c2)CC1,-8%,-0.2%,0.3%,i,-28,-2,1,5%,12%,-1.0,82,4%,
CC(=O)CCc1oc2ccc(NC(C)=O)cc2c1-c1ccc(C)o1,-25%,0.4%,-0.3%,i,-12,-14,0,-5%,3%,0.1,40,38%,
CCn1cc(C(=O)O)c(=O)c2cc(OC)ccc21,4%,2.9%,-0.2%,i,-7,-12,-5,-2%,4%,0.6,94,2%,
COc1ccc(-c2c(C)oc3c(CN4CCOCC4)c(O)ccc3c2=O)cc1,-9%,1.1%,0.1%,nt,nt,nt,nt,-9%,-22%,-1.2,61,28%,
CN1CCC(C2(O)c3ccccc3CCc3ccccc32)CC1,-4%,0.8%,0.1%,i,-1,-5,-15,-4%,11%,5.5,53,-3%,
O=C1C=C(O)C(n2cncn2)C(c2cc(F)ccc2F)C1 (centres undefined),-5%,1.0%,0.4%,i,12,2,5,-4%,2%,-0.3,53,4%,
c1cc2nc(C34CC5CC(CC(C5)C3)C4)[nH]c2cn1,-4%,0.5%,0.1%,i,-2,-6,-12,-4%,9%,-1.4,101,0%,
O=S(=O)(c1cccs1)N1CCN(CC(O)COc2cc(Cl)ccc2Cl)CC1 (centres undefined),-2%,2.2%,-0.4%,i,-5,23,0,-26%,-19%,4.9,23,-3%,
CSc1ccccc1NC(=O)C(C)N1C(=O)c2ccccc2S1(=O)=O (centres undefined),-3%,-1.4%,-1.4%,nt,nt,nt,nt,nt,nt,-0.4,57,nt,
Cc1noc(C)c1C(=O)NNc1cc(Cl)ccc1Cl,2%,1.7%,-0.2%,nt,nt,nt,nt,-7%,14%,0.1,37,-30%,
Cc1c(NC(=O)C(C)n2cc([N+](=O)[O-])cn2)c(=O)n(-c2ccccc2)n1C (centres undefined),-3%,-0.8%,0.3%,i,-1,1,4,-5%,-18%,0.2,67,-8%,
Cc1cc(C(=O)Nc2ccccc2C(=O)O)c(C)o1,0%,1.0%,0.2%,nt,nt,nt,nt,-7%,4%,0.3,66,7%,
O=C(NCCCN1CCOCC1)C(=O)N/N=C/c1cccc2ccccc12,-7%,-0.4%,0.4%,nt,nt,nt,nt,-3%,3%,-0.6,52,2%,
c1ccc(Nc2cc(Nc3ccccc3)[nH]n2)cc1,0%,3.0%,8.4%,i,15,10,-3,-2%,1%,1.4,62,-22%,
COc1ccc(OC)c(CNc2ccc(F)c(Cl)c2)c1,1%,-0.3%,0.5%,i,-3,16,24,-6%,-4%,0.4,43,0%,
CN1/C(=C\C(=O)c2cccs2)C(C)(C)c2ccccc21,-9%,11%,6.9%,i,-9,72,82,-9%,1%,0.1,52,7%,
CC(=O)c1ccc(NC(=O)C(C)OC(=O)CCCN=C2NS(=O)(=O)c3ccccc32)cc1 (centres undefined),3%,1.9%,1.2%[50 µM],nt,nt,nt,nt,nt,nt,0.5,54,nt,
O=C(CCl)Nc1cccc(Oc2ccccc2)c1,-4%,-1.5%,-0.1%,i,26,0,-22,0%,-6%,-1.0,64,-1%,
O=C(CN1C2=NCCCN2c2ccccc21)c1ccc(Cl)cc1Cl,-6%,0.3%,-6.2%,i,-10,11,-1,-5%,-6%,3.8,44,6%,
CCOC(=O)c1c(NC(=S)NC)sc2c1CC(C)(C)SC2,8%,3.5%,0.1%,i,-1,5,-5,6%,18%,1.1,67,1%,

# For reference, part of the list above.
SMILES,Dengue-2 NS5 capping,RSV antiviral HEp-2,UTI89 phage lysis,Autophagy HCS,Autophagy HCS cell loss 18 h,WT yeast gro inh,WT yeast gro inh mutant strain,LYP phosphatase,GPR35 antagonists,NTR1 ag,NTR1 ag cell count 20 µM,AID2073,others
CSc1ccccc1NC(=O)C(C)N1C(=O)c2ccccc2S1(=O)=O (centres undefined),-3%,-1.4%,-1.4%,nt,nt,nt,nt,nt,nt,-0.4,57,nt,
Cc1noc(C)c1C(=O)NNc1cc(Cl)ccc1Cl,2%,1.7%,-0.2%,nt,nt,nt,nt,-7%,14%,0.1,37,-30%,

# New compounds follow:
SMILES,Dengue-2 NS5 capping,RSV antiviral HEp-2,UTI89 phage lysis,Autophagy HCS,Autophagy HCS cell loss 18 h,WT yeast gro inh,WT yeast gro inh mutant strain,LYP phosphatase,GPR35 antagonists,NTR1 ag,NTR1 ag cell count 20 µM,AID2073,others
NC(=S)N/N=C/c1ccc2cccc(OCc3ccccc3)c2n1,-10%,?,0.0%,nt,nt,nt,nt,-7%,12%,2.8,77,43%,
CCOC(=O)C1(C)NC(c2ccco2)C2C(=O)N(c3ccccc3)C(=O)C21 (centres undefined),-5%,0.7%,0.3%,i,10,-3,-17,-3%,-15%,2.0,49,4%,
CCCN(CCC)C(=O)COc1cc(=O)n(CC)c2ccccc12,-7%,-2.3%,-1.2%,nt,nt,12,3,-8%,-4%,2.4,52,2%,
COC(c1ccc(Cl)cc1)(c1ccc(Cl)cc1)C(Oc1nccc(C)n1)C(=O)O (centres undefined),-5%,2.7%,0.2%,nt,nt,nt,nt,-8%,-20%,1.1,54,16%,
O=[N+]([O-])c1cccc(/C=N/Nc2nc(C(Cl)(Cl)Cl)nc3ccccc23)c1,-3%,20%,4.6%,i,-3,5,-15,0%,12%,39,40,4%,
COc1ccc(C2NC(=S)NC3=C2CCc2cc(OC)ccc23)cc1 (centres undefined),7%,31%,1.8%,i,10,50,26,-2%,-8%,1.8,67,-9%,
O=c1c2ccccc2nc2n1C(CSc1ccc(F)cc1)CS2 (centres undefined),4%,2.8%,-0.1%,i,9,5,0,-4%,-7%,-0.6,40,6%,
Cc1cccc(C)c1NC(=O)CCS(=O)(=O)c1ccc(Br)cc1,-4%,0.7%,0.1%,nt,nt,nt,nt,-6%,-8%,-1.1,96,7%,
COc1cccc(C(=O)NCc2ccco2)c1,-3%,0.7%,0.3%,nt,nt,nt,nt,-12%,0%,-1.0,76,-5%,Dengue-2 NS5 capping pilot replicate=-2.4
COc1cc(C(O)P(=O)(OC2CCCCC2)c2ccc(N(C)C)cc2)cc(OC)c1OC (centres undefined),0%,0.3%,0.7%,i,2,-8,-1,-4%,2%,1.8,98,7%,Dengue-2 NS5 capping pilot replicate=0.0
O=C(NC1=NCCS1)c1ccc(-c2ccc(Cl)cc2)o1,-7%,40%,0.8%,i,2,7,28,-6%,16%,2.4,89,8%,
NNC(=O)c1ccc(Cn2cc(Br)cn2)cc1,-8%,2.5%,0.6%,i,-6,-3,16,-10%,-6%,0.3,53,-2%,

# By substructure: the entries above containing two or more sulfur atoms.
SMILES,Dengue-2 NS5 capping,RSV antiviral HEp-2,UTI89 phage lysis,Autophagy HCS,Autophagy HCS cell loss 18 h,WT yeast gro inh,WT yeast gro inh mutant strain,LYP phosphatase,GPR35 antagonists,NTR1 ag,NTR1 ag cell count 20 µM,AID2073,others
CS(=O)(=O)N1CCN(c2nc3ccccc3s2)CC1,-1%,2.4%,2.1%,i,-3,-9,2,-8%,-4%,0.6,52,-6%,
Cc1nc2sccn2c(=O)c1S(=O)(=O)NCCc1ccccc1,5%,1.8%,0.2%,nt,nt,nt,nt,-12%,-4%,0.7,73,16%,
O=S(=O)(c1cccs1)N1CCN(CC(O)COc2cc(Cl)ccc2Cl)CC1 (centres undefined),-2%,2.2%,-0.4%,i,-5,23,0,-26%,-19%,4.9,23,-3%,
CSc1ccccc1NC(=O)C(C)N1C(=O)c2ccccc2S1(=O)=O (centres undefined),-3%,-1.4%,-1.4%,nt,nt,nt,nt,nt,nt,-0.4,57,nt,
CCOC(=O)c1c(NC(=S)NC)sc2c1CC(C)(C)SC2,8%,3.5%,0.1%,i,-1,5,-5,6%,18%,1.1,67,1%,
O=c1c2ccccc2nc2n1C(CSc1ccc(F)cc1)CS2 (centres undefined),4%,2.8%,-0.1%,i,9,5,0,-4%,-7%,-0.6,40,6%,
